# mcGAS lum – blocks mouse cGAS activity | Q8C6L5 | recombinant cGAS, Kinase-Glo ATP depletion luminescence | inhibition, % at 12.5 µM | 160,000 tested, 0.15% active | AID 1259399;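 also: 0% = negative control wells and 100% = reference inhibitor with no enzyme activity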
# hcGAS inh – human cGAS inhibition; Q8N884; recombinant h-cGAS, ATP depletion, Kinase-Glo luminescence; inhibition, % at 12.5 µM; 290,000 tested, 0.081% active; AID 1259398;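 also: 0% = vehicle reaction and 100% = reaction without DNA for no activity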
# Target sequence (Q8N884 whole entry, looked up): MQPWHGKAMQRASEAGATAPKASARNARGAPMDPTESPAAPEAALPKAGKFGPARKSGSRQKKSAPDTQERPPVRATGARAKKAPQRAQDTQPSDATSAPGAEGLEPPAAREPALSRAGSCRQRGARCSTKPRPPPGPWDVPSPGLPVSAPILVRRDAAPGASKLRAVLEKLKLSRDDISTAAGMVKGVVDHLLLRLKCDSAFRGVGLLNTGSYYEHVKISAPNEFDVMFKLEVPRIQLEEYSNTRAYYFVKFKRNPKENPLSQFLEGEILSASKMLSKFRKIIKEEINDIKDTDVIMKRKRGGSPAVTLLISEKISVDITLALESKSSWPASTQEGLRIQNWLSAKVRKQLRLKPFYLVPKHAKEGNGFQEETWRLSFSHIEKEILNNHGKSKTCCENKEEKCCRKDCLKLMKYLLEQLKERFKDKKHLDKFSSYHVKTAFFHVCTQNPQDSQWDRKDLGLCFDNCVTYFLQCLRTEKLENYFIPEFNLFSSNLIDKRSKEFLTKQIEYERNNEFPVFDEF
# NPYLR7 ag – mosquito NPYLR7 agonism; HEK293T NPYLR7/Galpha15, GCaMP6s calcium fluorescence; activation, % at 10 µM; 270,000 tested, 0.15% active; AID 1259423; in the data active = activation above about 40%;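 also: 0% = vehicle and 100% = reference agonist at the receptor; some compounds past the cut are filed as inactive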
# An asterisk follows results filed as active; / = no result given; & = joins results of further samples. Rule as the data show it, unless noted: active = inhibition above about 40%; inactive = the rest. This is a random part of the collection, and some 0.26% of all compounds hit somewhere here.
no.	canonical_smiles	mcGAS lum	hcGAS inh	NPYLR7 ag
1	COC(=O)c1ccccc1-n1ncc(NCc2ccc(C)cc2C)c(Cl)c1=O	-15	-2	5
2	O=C(/C=C/c1ccccc1Cl)N1CCN(c2nccc(-c3ccc(Oc4ccccc4)cc3)n2)CC1	-9	-8	12
3	O=C(O)Cc1csc(SCc2ccc(Cl)cc2)n1	/	7	0
4	Cc1ccccc1C(=O)NC1CCN(c2ccccc2C(=O)N2CCN(C3CCCCCC3)CC2)CC1	-6	-6	23
5	Fc1ccc(Br)cc1CN1CCCN2CCCC2C1 (stereo not drawn)	/	-10	8
6	COC(=O)c1ccc(NC(=O)NC2CCc3[nH]ncc3C2)cc1 (stereo not drawn)	-17	-8	-7
7	CCCCNC(CC(=O)Nc1c(C)cc(C)cc1C)C(=O)O (stereo not drawn)	-10	-7	5
8	Cc1cc(Br)cc(Cl)c1OCC(=O)N1CCC(NC(=O)c2ccccc2)CC1	/	0	0
9	O=C(O)c1csc(-c2ccc(Cl)cc2Cl)n1	/	-7	-4
10	CN(C)c1cccc(C(=O)N2CCN(C(c3ccccc3)c3ccc(Br)cc3)CC2)c1 (stereo not drawn)	-6	-13	32
11	Cc1ccc2oc(C(=O)N(C)Cc3ccccc3N3CCCCC3)cc(=O)c2c1	/	8	-5
12	COc1ccc(C)c2sc(N(CCCN(C)C)C(=O)c3ccnn3C)nc12	-6	-3	/
13	O=C(Nc1ccc(F)cc1)c1cc(-c2ccccc2F)nn1-c1ccc(F)cc1	-5	-8	-1
14	CC(C)c1nc(CN(C)C(=O)c2ccc(C3CCCN3)s2)cs1 (stereo not drawn)	/	-8	-3
15	COCCCN(Cc1csc(COc2cccc(C)c2C)n1)C(=O)NC(C)(C)C	-5	-4	-3
16	CCOC(=O)c1cc(-c2ccc(C=C3C(=O)NC(=S)NC3=O)o2)ccc1Cl	4	-1	0
17	C=Cc1ccc(CSC2=NS(=O)(=O)c3ccccc3N2)cc1	-5	-3	-5
18	CCC(C(=O)NCc1ccc(F)cc1)n1c(=O)n(-c2cccc(C(F)(F)F)c2)c(=O)c2ccccc21 (stereo not drawn)	-4	-3	0
19	CC1SC(c2ccccc2F)N(CCC(=O)N2CCCC2)C1=O (stereo not drawn)	-5	-2	-1
20	COc1ccc(NC(=O)c2sc(=O)n(Cc3ccccc3)c2C)cc1	/	4	-7
21	CCOC(=O)CNC(=O)N1CCC(C(=O)NC2CCCC[C@H]2NC(=O)c2ccc(F)cc2)CC1 (stereo partly drawn)	-8	-4	4
22	CN(C(=O)CCn1cccn1)C1CCCN(Cc2ccccc2F)C1 (stereo not drawn)	-10	-6	12
23	CCc1nc2c(OCc3ccc(C(F)(F)F)cc3)cccn2c1N(C)C(=O)COc1ccccc1	1	0	-26
24	CCOc1ccc(S(=O)(=O)NCc2ccc3c(c2)OCO3)cc1C	/	-11	-2
25	Cc1nc(-c2ccccc2)n(CC(=O)NN2CCOCC2)c1C	/	-6	9
26	COc1ccc2[nH]c(CNC(=O)C(=O)c3ccco3)cc2c1	/	-6	3
27	N#CCn1ccn(-c2ccc3c(c2)OCO3)c(=O)c1=O	/	-2	12
28	O=S(=O)(Nc1ccc2c(c1)CCC2)c1cc(Cl)cc(Cl)c1	/	-5	-1
29	CCn1c(C2CCCN(C(=O)CCN3CCCCCC3=O)C2)nn(C)c1=O (stereo not drawn)	/	0	-1
30	Cn1ccnc1SCCNC(=O)c1nc(N2CCCC2)nc2c1CCCC2	-9	-7	3
31	CC(=O)Nc1ccc(Cl)c(C(=O)N(CCCO)Cc2cccs2)c1	/	-8	3
32	O=C(C1CCCN1S(=O)(=O)c1cccc2nsnc12)N1CCn2c1nc1ccccc12 (stereo not drawn)	-3	-8	4
33	CC(NC(=O)C1CCN(S(=O)(=O)c2ccc3c(c2)OCCO3)CC1)C12CC3CC(CC(C3)C1)C2 (stereo not drawn)	-2	-1	-1
34	O=C(NCCc1ccc(Cl)cc1Cl)c1cc(-c2ccccc2Cl)nn1-c1ccc(F)cc1	-5	-3	11
35	Cc1[nH]c(C)c(Cl)c(=O)c1Cl	/	-5&-5&-1	5&-14&-21
36	CCOC(=O)CNC(=O)CSc1nc2c([nH]c3ccccc32)c(=O)n1CC	-5	-1	3

# Two entries from above, in transposed form.
7. CCCCNC(CC(=O)Nc1c(C)cc(C)cc1C)C(=O)O (stereo not drawn)
27. N#CCn1ccn(-c2ccc3c(c2)OCO3)c(=O)c1=O

assay / compound,7,27
mcGAS lum,-10,/
hcGAS inh,-7,-2
NPYLR7 ag,5,12

# (continued)
no.	canonical_smiles	mcGAS lum	hcGAS inh	NPYLR7 ag
37	COc1cc(/C=C(\C#N)C(=O)c2ccc(O)c(O)c2)cc(I)c1O	28	13	191*
38	CC(C(=O)NC1CCCCC1)N1CCN(CC(=O)Nc2ccccc2Cl)CC1 (stereo not drawn)	0	4	-1
39	COc1cc(NC(=O)c2ccccc2)c(OC)cc1NC(=O)CN1CCC2(CC1)OCCCO2	/	-1	-8
40	C/C(=C\c1ccccc1)CN1CCC(O)(CO)CC1	/	-4	-3
41	Cc1cc(=S)oc2ccccc12	/	2	2
42	O=C(NC1CC2CCC(C1)N2CCc1ccc(F)cc1)c1ccc(C(F)(F)F)c(F)c1 (stereo not drawn)	-3	-3	2
43	COc1ccc(NC(=O)Cn2nc(-c3ccco3)c3sc(N4CCCC4)nc3c2=O)cc1OC	-6	-7	-2
44	COc1cc2c(cc1OC)C(CNC(=O)Nc1ccc(C)cc1)N(Cc1cccc(C)c1)CC2 (stereo not drawn)	-7	-4	4
45	CCOC(=O)c1c(C)oc2ccc(OC(=O)c3ccc(Br)o3)cc12	-2	-2	-4
46	CN(C)c1ncnc2c1C(c1ccccc1)c1c(ncnc1N(C)C)O2	/	5	-14
47	CCOC(=O)CNC(=O)c1c(-c2ccccc2Cl)noc1C	-7	-5	-11
48	COC(=O)C(=O)N1CCc2ccccc2C1c1ccccc1F (stereo not drawn)	-2	5	-2
49	COCCC1(CNC(=O)NCc2cnc(C)s2)CCCC1	/	-7	5
50	CCOC(=O)C1=C(O)/C(=C\c2ccc(O)cc2O)SC1=Nc1ccccc1OC	-4	-9	11
51	O=C(NC1(C(F)(F)F)N=C2SCCN2C1=O)C1CCCCC1 (stereo not drawn)	-5	-13	/
52	Cc1cc(C)n(-c2ccc(Nc3ccc(NC(=O)Nc4ccc(F)cc4)cc3)nn2)n1	-9	-5	-2
53	CCOc1ccccc1CNC(=O)c1cc(N2CCN(c3cccc(C(F)(F)F)c3)CC2)nc2ccccc12	-9	-7	5
54	CCOCCn1cnc(-c2ccccc2)c1-c1ccc(S(=O)(=O)NC)cc1	-2	3	-1
55	FC1(F)CCN(Cc2cc3n(n2)CCCN(CC2CC=CCC2)C3)CC1 (stereo not drawn)	-6	-13	/
56	COC(=O)C(c1ccc(F)cc1Cl)C1C=CC(NC(=O)c2ccc(SC(F)(F)F)cc2)C1 (stereo not drawn)	-9	-9	4
57	O=C(NCc1ccncc1)c1cccc(Br)c1O	/	-11	0
58	CC1(C)Cc2nc(C(C)(C)C)ncc2C(NC(=O)CCN2CCCC2=O)C1 (stereo not drawn)	/	-7	11
59	COc1cccc(-c2cc(C(=O)NCCC(C)C)n(-c3ccc(Cl)c(Cl)c3)n2)c1	1	0	-4
60	COc1cccc(CN(CC2CC(c3ccc(F)cc3)=NO2)C(=O)c2cccs2)c1 (stereo not drawn)	-10	-8	21
61	CCc1ccc(CN(C)Cc2nc(Cc3ccccc3F)no2)cc1	-6	-2	-1
62	O=C(NC[C@@H]1CCNC[C@H]1O)c1nc2ccccc2[nH]1	-17	-7	3
63	Cc1cc(N2CCNCC2)nc(-c2ccc(C(F)(F)F)cc2)n1	/	5	-9
64	COc1ccc(-c2cccc(C(C)N(C)C)c2)cc1CO (stereo not drawn)	/	-9	2
65	COCCn1c(=O)c2c(nc3n(-c4ccc(Oc5ccccc5)cc4)c(C)cn23)n(C)c1=O	-7	-6	6
66	O=C(O)C1CCCN(S(=O)(=O)c2cccs2)C1 (stereo not drawn)	/	-5	1
67	CCc1c(NC(=O)c2scnc2C)n[nH]c1-c1ccncc1	/	-4	2
68	O=C(CN(CCN1CCOCC1)C(=O)C12CC3CC(CC(C3)C1)C2)N(Cc1ccc(F)cc1)Cc1ccco1	-6	-1	0
69	CN(Cc1ccsc1)Cc1cc(-c2ccccc2)no1	/	-4	-3
70	Cc1nc(NCCNC(=O)c2ccccc2)cc(N2CCOCC2)n1	/	-5	-2
71	Cc1nc2c(c(N(C)C)n1)CCN(C(=O)Cc1cnc(C)[nH]c1=O)C2	-2	-1	-10
72	CCOC(=O)Cn1c(=O)c2c(nc3n(CC4CCCO4)c(C)cn23)n(C)c1=O (stereo not drawn)	/	-7	1

# Molecules from the list above containing a cyano group (two):
no.	canonical_smiles	mcGAS lum	hcGAS inh	NPYLR7 ag
27	N#CCn1ccn(-c2ccc3c(c2)OCO3)c(=O)c1=O	/	-2	12
37	COc1cc(/C=C(\C#N)C(=O)c2ccc(O)c(O)c2)cc(I)c1O	28	13	191*

# The list continues.
no.	canonical_smiles	mcGAS lum	hcGAS inh	NPYLR7 ag
73	O=C1OC(C(O)c2cccc(Cl)c2Cl)c2ccccc21 (stereo not drawn)	/	-5	-1
74	CC(C)Cc1cc(CNC(=O)C2COc3ccccc3O2)no1 (stereo not drawn)	-13	-6	-5
75	CCC(=O)Nc1c(-c2cccc(Cl)c2)nc2cc(C)ccn12	-7	-8	-9
76	CC(C)c1nccc(C(=O)N(C)Cc2ccc3ccccc3n2)n1	/	-4	13
77	C/C=C/c1cc(C(=O)NC(C)c2ccc3c(c2)OCCO3)cc(OC)c1OC (stereo not drawn)	/	-5	-2
78	CCC(C)N(Cc1cc(Cl)ccc1OS(C)(=O)=O)C(=O)c1ccccc1Cl (stereo not drawn)	-4	-15	14
79	COc1ccc(C)cc1S(=O)(=O)Nc1ccc(Nc2ccc(-n3ccc(C)n3)nn2)cc1	-10	-8	-2
80	COc1ccc(Nc2nc(-c3cc4c(ccc5ccccc54)oc3=O)cs2)cc1	9	1	-1
81	Cc1ccc(O)c(-c2nc3cc(Cl)ccc3o2)c1	-8	-1	-5
82	CCc1cc(NCC2(O)CCCCC2)nc(N2CCOCC2)n1	-15	-6	-7
83	C=C(C)CN1CCN(c2cc(C)nc3c(-c4ccc(OC)c(OC)c4)c(C)nn23)CC1	-8	-9	6
84	Cc1ccc2nc(C)c(C)c(C(=O)NC(C)Cc3cnccn3)c2c1 (stereo not drawn)	/	-3	0
85	Cc1ccc(OCC(=O)Nc2ccc(N3CCCC3=O)cc2)cc1C	/	13	-2
86	Cc1ccsc1-c1cccc(NC(=O)N(C)C2CCN(C)C2=O)c1 (stereo not drawn)	/	-6	7
87	Cc1noc(C)c1CS(=O)CC(=O)Nc1ccc(Cl)cc1 (stereo not drawn)	-11	-6	-2
88	Cc1nc(SCC(=O)NC(=O)Nc2ccc(Br)cc2)oc1C	-14	-5	-3
89	Cc1ccc2c(c1)c(C1CCN(C(=O)c3cnn(C)c3Cl)CC1)cn2C	-8	-4	22
90	O=C(Nc1ccc2nc(NC(=O)C3CCCCC3)sc2c1)C1CCCCC1	/	-3	3
91	CCCc1cc(=O)n(CC(=O)Nc2ccc(OC)cc2)c(-n2nc(C)cc2C)n1	-7	-7	-4
92	COc1ccc(F)c(-c2cc3c(cc2C(N)=O)OCO3)c1	/	-5	8
93	Cn1nnc2c(N3CCN(C(=O)c4ccccc4SC(F)F)CC3)ncnc21	/	-7	0
94	N#Cc1c(CN2CCCCC2)cc(=O)n2c1sc1ccccc12	/	-10	2
95	Cc1nc(Cl)cc(NC2CC2c2cccc(F)c2F)n1 (stereo not drawn)	/	-11	14
96	Cc1cc2cc(CNC(=O)CC3CCCCC3)ccc2n1C	-6	-6	6

# Record cards (already shown). Screens in order: mcGAS lum | hcGAS inh | NPYLR7 ag
# COCCCN(Cc1csc(COc2cccc(C)c2C)n1)C(=O)NC(C)(C)C across the screens: -5 | -4 | -3
# CC(NC(=O)C1CCN(S(=O)(=O)c2ccc3c(c2)OCCO3)CC1)C12CC3CC(CC(C3)C1)C2 (stereo not drawn) across the screens: -2 | -1 | -1

# Next records.
no.	canonical_smiles	mcGAS lum	hcGAS inh	NPYLR7 ag
97	O=C(Cn1nc2c(c1NC(=O)c1ccc(F)c(F)c1)CSC2)NCC1CCCO1 (stereo not drawn)	-4	-7	-6
98	Cc1nn2c(nnc3c(=O)n(N)ccc32)c1-c1ccccc1	/	-6	-1
99	Cc1ccc(-n2c(C(C)N(Cc3ccccc3)S(=O)(=O)c3ccc(Br)cc3)nc3ccccc3c2=O)cc1 (stereo not drawn)	-6	-7	14
100	Cc1nc(CN2CCN(C(=O)CSc3nnc(C)s3)CC2)no1	/	-2	-1
101	Cc1cn2c3c(=O)n(Cc4c(F)cccc4Cl)c(=O)n(C)c3nc2n1CCCO	/	1	1
102	CC1CN(C(=O)Cn2cc(SCC(=O)N(C)c3ccccc3)c3ccccc32)CC(C)O1 (stereo not drawn)	-7	-6	-2
103	CN(Cc1cnn(-c2ccc(F)cc2)c1)Cc1ncccc1C(=O)O	/	3	1
104	CCCN(Cc1c(-c2ccccc2)noc1N1CCCC1)CC(O)Cc1ccccc1 (stereo not drawn)	-6	-9	3
105	CCOC(=O)c1c(NC(=O)CN2CCN(c3ncccn3)CC2)sc2c1CCC(C)C2 (stereo not drawn)	-7	-7	11
106	CCOc1cccc2c1OC[C@@H]1CN(CC(C)(C)O)C(=O)CCN(C(=O)COC)[C@H]21	-4	-6	23
107	CNC(=O)NC(=O)COC(=O)CC12CC3CC(CC(C3)C1)C2	/	-1	10
108	COCCCN(Cc1cccn1Cc1ccccc1Cl)C(=O)Nc1ccc(OC)cc1	-3	2	4
109	Cc1cccc(-c2nn(CN3CCC(C(=O)c4ccccc4)CC3)c(=S)n2C)c1	-7	-9	10
110	CCc1cnc(-c2ccc(F)c(CO)c2)nc1	/	-6	11

# Compound activity from PubChem BioAssay.
